# Bioassay records from PubChem.
# CHT inh: inhibitors of human choline transporter CHT; 310,000 compounds, 0.86% hits; CHT-expressing cells, membrane potential dye, choline response; hits give low values; Q9GZV3; B-score at 10 µM;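 active means B-score over 3 SD under the library average, and starting fluorescence ratio not unusually high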;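 further: choline stimulus applied at its EC90 after an EC20 pre-addition; B-score computed on integrated fluorescence ratio after choline addition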
# KCNQ2 block: KCNQ2 potassium channel inhibitors, primary screen, cell-based, CHO-K1, FluxOR thallium flux, B-score (AID 2156). O88943. 20 min; hits give low values. B-score at 10 µM. 310,000 compounds, 1.1% hits;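 active means fluorescence ratio B-score at most minus 3 library SDs, with starting brightness B-score within 2 library SDs, cut at about -5.5 in these data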
# Target sequence (O88943 whole entry, looked up): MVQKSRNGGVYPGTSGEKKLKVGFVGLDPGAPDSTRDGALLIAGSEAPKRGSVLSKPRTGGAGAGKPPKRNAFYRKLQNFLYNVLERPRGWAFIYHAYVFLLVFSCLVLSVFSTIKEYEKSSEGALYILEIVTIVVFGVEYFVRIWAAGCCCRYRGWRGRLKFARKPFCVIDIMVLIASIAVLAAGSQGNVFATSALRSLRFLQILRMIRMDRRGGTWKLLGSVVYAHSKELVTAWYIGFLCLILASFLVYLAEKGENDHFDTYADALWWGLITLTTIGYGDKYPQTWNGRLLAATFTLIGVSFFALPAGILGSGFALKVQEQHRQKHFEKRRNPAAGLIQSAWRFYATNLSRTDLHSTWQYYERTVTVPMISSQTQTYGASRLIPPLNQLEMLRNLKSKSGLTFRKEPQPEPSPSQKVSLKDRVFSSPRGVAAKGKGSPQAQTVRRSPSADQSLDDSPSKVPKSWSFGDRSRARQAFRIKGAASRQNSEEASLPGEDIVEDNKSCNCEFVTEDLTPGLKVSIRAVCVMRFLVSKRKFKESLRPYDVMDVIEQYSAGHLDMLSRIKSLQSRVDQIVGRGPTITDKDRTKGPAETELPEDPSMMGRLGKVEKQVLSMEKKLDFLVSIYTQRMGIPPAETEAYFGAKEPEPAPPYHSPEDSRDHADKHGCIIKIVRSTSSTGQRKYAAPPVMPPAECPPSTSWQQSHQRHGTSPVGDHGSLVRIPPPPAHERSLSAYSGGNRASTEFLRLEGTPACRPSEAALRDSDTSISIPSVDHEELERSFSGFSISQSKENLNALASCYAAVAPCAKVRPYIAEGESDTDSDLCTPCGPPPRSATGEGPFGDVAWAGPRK
# * marks the source's active call; other numbers are inactive results; i = inactive; x = not tested or not shown.
CHT inh | KCNQ2 block | Compound
i | i | O=[N+]([O-])c1ccc(N2CCN(CCO)CC2)cc1Sc1nc2ccccc2[nH]1
i | i | Cc1[nH]nc2c1C(c1ccccn1)N(c1ccc(Br)cc1)C2=O (stereo not given)
i | i | Nc1ccc[n+](CC(=O)c2ccccc2)c1
i | i | CN(C)S(=O)(=O)c1ccc(C(=O)OCC(=O)c2ccc3c(c2)NC(=O)CO3)cc1
i | i | C=CCc1c(C)nc(-c2ccccc2)nc1Nc1ccccc1O
i | i | Cc1nc(NS(=O)(=O)c2ccccc2)sc1C(=O)NN
i | i | CCOC(=O)c1oc2ccccc2c1NC(=O)c1cccs1
i | i | N#Cc1ccc(N2CCOCC2)c([N+](=O)[O-])c1
i | i | NC(N)=NC(N)=Nc1cccc(Cl)c1
i | i | CN(C)S(=O)(=O)N(CC(=O)Nc1ccc(F)c(F)c1)c1ccccc1
i | x | COc1ccccc1CN(CC(=O)NCc1ccco1)C(=O)CNS(=O)(=O)c1ccccc1
i | i | Cc1ccc(C)c(NC(=O)CSc2nnc(CNC(=O)c3ccco3)n2C)c1
i | i | Cc1cccc(N=C2NC(=O)CS2)c1C
i | i | COc1cc(/C=N/NC(=O)c2ccc(N(C)S(=O)(=O)c3ccccc3)cc2)cc(OC)c1OC
-9* | i | Cc1cccc(CC(Cc2nc3ccccc3[nH]2)c2nc3ccccc3[nH]2)c1 (stereo not given)
i | i | Cc1ccc(OCC(O)CN2CCOCC2)c(C)c1 (stereo not given)
i | i | Cc1ccccc1-n1ncc(C(C)NC(=O)c2ccccc2)c1C (stereo not given)
i | i | CC(C)C(=O)NC(c1cccs1)c1cc([N+](=O)[O-])c2cccnc2c1O (stereo not given)
i | i | CCn1ncc(CN2CCCC(C(=O)c3cccc(OC(C)C)c3)C2)c1C (stereo not given)
i | i | CCOC(=O)c1c(C)nc2c(c1-c1ccc(OC)cc1)C(=O)CC(C)(C)C2
i | i | O=C(c1cccc(Br)c1)N1CCN(C(=O)c2cccc(Br)c2)CC1
i | i | Cc1c(NC(=O)COC(=O)C23CC4CC(CC(O)(C4)C2)C3)c(=O)n(-c2ccccc2)n1C
i | i | COc1ccc(S(=O)(=O)NCC2CCC(C(=O)NCCCN3CCCC3=O)CC2)cc1 (stereo not given)
i | i | NCCNC(=O)Cn1c(=O)c2c3c(sc2n(Cc2ccccc2)c1=O)CCCC3
i | i | CCN1CCN(CCCOc2ccc(Cl)cc2Br)CC1

# The final four compounds of the part before lead into the next.
CHT inh | KCNQ2 block | Compound
i | i | Cc1c(NC(=O)COC(=O)C23CC4CC(CC(O)(C4)C2)C3)c(=O)n(-c2ccccc2)n1C
i | i | COc1ccc(S(=O)(=O)NCC2CCC(C(=O)NCCCN3CCCC3=O)CC2)cc1 (stereo not given)
i | i | NCCNC(=O)Cn1c(=O)c2c3c(sc2n(Cc2ccccc2)c1=O)CCCC3
i | i | CCN1CCN(CCCOc2ccc(Cl)cc2Br)CC1
i | i | S=c1[nH]c(-c2ccccc2)cn1/N=C/c1ccccc1Br
i | i | COc1ccc(C)cc1NC(=O)CN(C)S(=O)(=O)c1ccc2c(c1)CCCN2C(C)=O
i | i | CC(C)C(OC(=O)CN1C(=O)COc2ccccc21)C(=O)NC1CCCC1 (stereo not given)
i | i | O=C(N/C(=C/c1cn(-c2ccccc2)nc1-c1ccccc1)C(=O)N1CCOCC1)c1ccc(Cl)cc1Cl
i | i | CCCCCNc1nc(N2CCCC2)c2c(c1C#N)CCN(C)C2
i | i | Cc1ccc2nsnc2c1S(=O)(=O)NCc1cccnc1
i | i | CC1(C)CC(=O)C2=C(C1)N(c1cccc(Cl)c1)C(=O)NC2(C(F)(F)F)C(F)(F)F
i | i | CCc1c(C)[nH]c2nc3ccccc3n2c1=O
i | i | Cc1cccc(NC(=S)NC(=O)CC2CC(C)(C)OC2=O)c1 (stereo not given)
i | i | Nc1cc(Cl)c(N)cc1Cl
i | i | CC(=O)Oc1cc2oc(=O)cc(C)c2cc1OC(C)=O
i | i | Cc1c(C(=O)Nc2cccc([N+](=O)[O-])c2)cnn1-c1ccccc1
i | i | CC(=O)Nc1sc(NC(=O)c2ccco2)nc1-c1cccs1
i | i | O=C(CN1CCCC1)N1c2ccccc2Sc2ccc(Cl)cc21
i | i | O=C(Nc1ccnc(-c2ccncc2)n1)c1ccc(Cl)cc1
i | i | O=C(NC(=S)Nc1ccc(N2CCCCC2)c(Cl)c1)c1cccs1
i | i | CC1CCCC(C)N1C(=O)c1ccc(S(=O)(=O)NCc2ccco2)cc1 (stereo not given)
i | i | CC(Oc1cc2oc(=O)c3c(c2cc1Cl)CCC3)C(=O)NCc1ccccn1 (stereo not given)
i | i | Cc1ccsc1C(=O)Nc1cccc(-n2cnnn2)c1
i | i | COc1cccc(/C=N/NC(=O)CNC(=O)COc2cccc(C)c2)c1O
i | i | COc1ccc(C2CC(=O)C(C=NCCN3CCN(C(C)=O)CC3)=C(O)C2)cc1 (stereo not given)
i | i | CN(CC(=O)Nc1ccccc1Cl)CC(=O)Nc1sc2c(c1C(N)=O)CCC2
i | i | C=CCNC(=O)c1cc2c(=O)c3ccccc3oc2nc1C
i | i | CCCCCCCC1=CC2=CC(=O)C(C)(OC(C)=O)C(=O)C2=CN1CCc1ccccc1 (stereo not given)
i | i | CC(=O)c1c(C)[nH]c(C(=O)Nc2ccc(Cl)cc2F)c1C

# CHT inh: what is marked active above.
CHT inh | KCNQ2 block | Compound
-9* | i | Cc1cccc(CC(Cc2nc3ccccc3[nH]2)c2nc3ccccc3[nH]2)c1 (stereo not given)

# The list continues:
CHT inh | KCNQ2 block | Compound
i | -6.6* | CC(C)(C)OC(=O)NC(CCCCNC=O)C(=O)O (stereo not given)
i | i | Cc1cc(C)cc(N(C(=O)c2csnn2)C(C(=O)NC2CCCCC2)c2ccccn2)c1 (stereo not given)
i | i | O=C1c2cccc([N+](=O)[O-])c2C(=O)N1c1cccnc1
i | i | O=C(CCCCCNc1nc(=S)[nH]c2ccccc12)NCCC1=CCCCC1
i | i | C=CCOC(=O)C1=C[C@@H](c2cn(C(C)=O)c3ccccc23)C[C@@H](OCc2ccc(CO)cc2)O1
i | i | COc1ccc(CNC(=O)CN(C(=O)c2snc(C(N)=O)c2N)c2ccc(F)cc2)cc1
i | i | Cc1cccc(CNC(=O)C(C)n2nc(C)c3c(C)n(-c4ccccc4)nc3c2=O)c1 (stereo not given)
i | i | CCn1c(SCc2ccc(Cl)cc2Cl)nc2nc3c(cc2c1=O)CCCC3
i | i | COc1ccc(S(=O)(=O)N2CCCCCC2)cc1C(=O)N(C)CCOc1ccc(Cl)cc1
i | i | O=C(CN1CCOCC1)Nc1ccccc1C(=O)Nc1ccccc1
i | i | Cc1ccc(C(=O)N/C(=C/c2ccc(-c3cccc([N+](=O)[O-])c3)o2)C(=O)NC(C)C)cc1
i | i | CC(C)CNC(=O)COCc1cc(-c2ccc3c(c2)OCO3)on1
i | i | CCOC(=O)c1ccc(NC(=S)Nc2ccc(C)cc2)cc1
i | i | O=C(c1ccc(Cl)cc1Cl)N1CCC(C(=O)N2CCOCC2)CC1
i | i | Cc1cccc(Cc2ccc(Cl)nn2)c1
i | i | Cn1cc([N+](=O)[O-])c(C(=O)Nc2nccs2)n1
i | i | COc1ccccc1N/C(=N/S(=O)(=O)c1ccc(Cl)cc1)c1ccccc1
i | i | Cc1c(C)c2c(OCC(=O)N3CCC(C(N)=O)CC3)cc3c(c2oc1=O)CCC(C)(C)O3
i | i | COc1ccccc1C1Nc2cccc3cccc(c23)N1
i | i | O=C(Cn1c(=O)cnc2ccccc21)NCC(=O)Nc1ccc(F)c(F)c1
i | i | CCN(CC)CCN1C(=O)C(=O)/C(=C(/O)c2ccccc2)C1c1ccccc1F (stereo not given)
i | i | CCOC(=O)c1ccc(NC(=O)CSc2nc(C)cc(=O)[nH]2)cc1
i | i | NC(CC(=O)NC(c1ccccc1)(c1ccccc1)c1ccccc1)C(=O)O (stereo not given)
i | i | O=C(O)c1ccc2c(c1)C(=O)N(c1ccc([N+](=O)[O-])cn1)C2=O
i | i | Cc1ccc(C)c(S(=O)(=O)NCc2ccc(C(=O)NCc3ccccn3)cc2)c1

# Further records:
CHT inh | KCNQ2 block | Compound
i | i | Cc1ccc2oc(-c3cccc(NC(=O)c4ccc(Br)o4)c3)nc2c1
i | i | Cc1ccccc1C(=O)N1CCC(C(=O)Nc2nccs2)CC1
i | i | CCC1CCCCN1C(=O)C(=O)c1cn(CC(=O)N(CC)CC)c2ccccc12 (stereo not given)
i | i | Nc1nc2c(s1)C(=O)CC(c1ccccc1)C2 (stereo not given)
i | i | O=C(/C=C/c1ccccc1)NC(NC(=S)Nc1ccc(Cl)cc1)C(Cl)(Cl)Cl (stereo not given)
i | i | CC(=O)N1CCc2cc(S(=O)(=O)CCC(=O)NCc3ccc4c(c3)OCO4)ccc21
i | i | CN(C(=O)CSc1nc(N)nn1-c1ccccc1)c1ccccc1
i | i | Cc1cc(NC(=O)CCC(=O)N(CC(=O)NC2CCCC2)c2ccc(C(C)C)cc2)no1
i | i | c1ccc(-c2cnnc(N3CCOCC3)n2)cc1
i | i | CCN(CC)S(=O)(=O)c1ccc(N2CCCC2)c(NC(=O)CN2C(=O)NC3(CCCC3)C2=O)c1
i | i | Cc1ccc2c(C(=O)CN3CCCC(C)C3)c(C)[nH]c2c1 (stereo not given)
i | i | CCOC(=O)c1c(C)c(C(=O)NCc2ccco2)c(C)n1C
i | i | COc1ccc(CN(C(=O)COc2ccc(C)c(C)c2)C2CCS(=O)(=O)C2)cc1OC (stereo not given)
i | i | CS(=O)(=O)c1ccc(Cl)c(NC(=O)Cc2c(F)cccc2Cl)c1
i | i | COc1cccc(NC(=O)CN(C)C(C)C(=O)Nc2cc([N+](=O)[O-])ccc2Cl)c1 (stereo not given)
i | i | CC(C)C(c1nnnn1C(C)(C)C)N1CCN(c2cccc(Cl)c2)CC1 (stereo not given)
i | i | OC(CCN1CCCCC1)(c1ccccc1)C1CCCCC1 (stereo not given)
i | x | Nc1nnc(CC(=O)N/N=C/c2cccc(OCCOc3ccccc3)c2)s1
i | i | COC(=O)[C@H](CCSC)NC(=O)N1CCC(C)CC1
i | i | COc1ccc(Cl)cc1NC(=O)CN1CCN(Cc2ccccc2)CC1
i | i | Cc1ccc(C2CC(=O)c3cnn(-c4nc(C)cc(C)n4)c3C2)cc1 (stereo not given)
i | i | CSc1nnc(NC(=O)c2ccc3c(c2)OCO3)s1
i | i | CCCCn1nnc(NC(=O)c2cc3ccccc3o2)n1
i | i | CC(CNC(=O)CCn1c(=O)c2cccn2c2ccc(F)cc21)c1ccccc1 (stereo not given)
i | i | COC(=O)C1=C(C)OC(N)=C(C#N)C1c1ccco1 (stereo not given)

# Next part:
CHT inh | KCNQ2 block | Compound
i | i | Cc1nc2ccccc2c2oc(C(=O)N3CCN(C(=O)c4ccco4)CC3)cc12
i | i | O=C(COC(=O)Cn1cnc2ccccc2c1=O)NCc1ccccc1Cl
i | i | COCC(C)n1c(SCc2cc(C(=O)OC)c(C)o2)nc2ccccc2c1=O (stereo not given)
i | i | Cc1ccc(C2CC2C(=O)NNC(=S)Nc2cccc(C)c2)cc1 (stereo not given)
i | i | Cc1ccc(NC(=O)NC(=O)c2ccccc2)cc1F
i | i | CN1CCN(c2ccccc2NC(=O)c2ccc(-c3cccc(Cl)c3)o2)CC1
i | i | Cc1c(C)c2ccc(OS(C)(=O)=O)cc2oc1=O
i | i | COCCNC(=O)[C@H]1N2C(=O)c3c(ccc(OC)c3OC)C2SC1(C)C (stereo not given in full)
i | i | CCCN(CCC)S(=O)(=O)c1ccc(C(=O)Nc2nnc(-c3cc(OC)cc(OC)c3)o2)cc1
i | i | O=S(=O)(c1cccc(-c2csc(-c3ccccc3)n2)c1)N1CCOCC1
i | i | Cc1ccc(NC2=CC(=O)CC(C)(C)C2)c(N)c1
i | i | CC(C)c1ccc(NC(=O)N2CCc3ccccc3C2)cc1
i | i | O=C(N/N=C1/CCSC1)c1cccc([N+](=O)[O-])c1
i | i | O=C(NC1CC1)c1ccc2c(Cl)c3c(nc2c1)CCCC3
i | i | CN(CC(=O)Nc1cccc(S(=O)(=O)N(C)C)c1)Cc1ccccc1
i | i | COCCn1nnnc1C(c1cc2ccc(OC)cc2[nH]c1=O)N1CCN(C2CCCCC2)CC1 (stereo not given)
i | i | O=C(Nc1cccc(Cl)c1Cl)C1CCCC1
i | i | CCN(CC)Cc1c(O)ccc2c(=O)c(-c3ccc4c(c3)OCCO4)coc12
i | i | Cc1ccc(OCCn2nc3ccccc3n2)c(C)c1
i | i | CCn1c(-c2ccccc2Cl)nn(CC(=O)Nc2ccccc2C)c1=S
i | i | Cc1ccc(S(=O)(=O)Oc2ccc(/C=N/NC(=O)c3c(Cl)cnn3C)cc2)cc1
i | i | CC1Cc2ccccc2N1C(=O)CCn1c(=O)oc2ccccc21 (stereo not given)
i | i | CCn1nc(NC(=O)c2ccco2)c2cc3ccc(C)cc3nc21
i | i | O=C(Cn1cncn1)c1ccccc1Br
i | i | COCCN(C(=O)CSc1nnc(-c2ccccc2F)n1C)c1c(N)n(Cc2ccccc2)c(=O)[nH]c1=O
i | i | CC(=O)Nc1nc(-c2ccccc2)ns1
i | i | CC(C)(C)C1CCc2c(C(=O)NNC(=O)CCC(=O)O)csc2C1 (stereo not given)

# 7 compounds from above, sorted by formula weight, smallest number first.
CHT inh | KCNQ2 block | Compound
i | i | O=C(Nc1cccc(Cl)c1Cl)C1CCCC1
i | i | O=C(N/N=C1/CCSC1)c1cccc([N+](=O)[O-])c1
i | i | CC(C)(C)C1CCc2c(C(=O)NNC(=O)CCC(=O)O)csc2C1 (stereo not given)
i | i | O=C(COC(=O)Cn1cnc2ccccc2c1=O)NCc1ccccc1Cl
i | i | CCn1c(-c2ccccc2Cl)nn(CC(=O)Nc2ccccc2C)c1=S
i | i | Cc1nc2ccccc2c2oc(C(=O)N3CCN(C(=O)c4ccco4)CC3)cc12
i | i | CN1CCN(c2ccccc2NC(=O)c2ccc(-c3cccc(Cl)c3)o2)CC1
